Assay outcomes as filed in PubChem BioAssay.
TEAD-YAP inh = TEAD-YAP interaction inhibition; HEK-TIYL cells, TEAD-Gal4/YAP UAS-luciferase luminescence; inhibition, % at 9.12 µM; 640,000 tested, 1.4% active; AID 1259422; in the data active = inhibition above about 32%;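 note: 0% = median of test compound wells and 100% = reference inhibitor wells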
MITF inh = inhibitors of human MITF; O75030; AlphaScreen MITF homodimerization, bead proximity signal; inhibition, % at 2.6 µM; 650,000 tested, 0.91% active; AID 1259374; in the data active = inhibition above about 50%;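 note: 0% = vehicle wells with protein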
Target sequence (O75030 whole entry, looked up): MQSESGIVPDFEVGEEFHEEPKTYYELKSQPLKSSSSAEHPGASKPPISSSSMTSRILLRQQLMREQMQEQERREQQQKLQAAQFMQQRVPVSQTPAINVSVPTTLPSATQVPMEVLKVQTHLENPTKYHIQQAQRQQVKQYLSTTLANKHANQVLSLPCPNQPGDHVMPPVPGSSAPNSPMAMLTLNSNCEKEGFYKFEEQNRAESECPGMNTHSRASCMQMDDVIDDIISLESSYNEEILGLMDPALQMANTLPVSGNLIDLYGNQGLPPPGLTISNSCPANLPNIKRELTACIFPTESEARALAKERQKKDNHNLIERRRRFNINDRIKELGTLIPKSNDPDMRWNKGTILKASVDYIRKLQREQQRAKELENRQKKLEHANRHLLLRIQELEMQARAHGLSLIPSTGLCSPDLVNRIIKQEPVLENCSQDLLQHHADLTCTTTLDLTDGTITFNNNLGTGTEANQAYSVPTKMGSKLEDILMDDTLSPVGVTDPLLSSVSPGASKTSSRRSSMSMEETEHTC
FBW7 act = human FBW7 E3 ligase activation, primary screen | 650,000 tested, 0.13% active | Q969H0 | normalized activity (activation), % at 26.1 µM | AlphaScreen FBW7–phospho-cyclin E peptide binding, activator screen; in the data active = normalized activity above about 1.9%;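 note: purified mutant Fbw7 with reduced substrate affinity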
GPR151 ag = activates the human receptor GPR151; Q8TDV0; PathHunter beta-arrestin GPR151 cells, luminescence; activation, % at 11.2 µM; 650,000 tested, 1% active; in the data active = activation above about 4.9%;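 note: 0% = median of compound wells and 100% = cells with positive control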
Target sequence (Q8TDV0 whole entry, looked up): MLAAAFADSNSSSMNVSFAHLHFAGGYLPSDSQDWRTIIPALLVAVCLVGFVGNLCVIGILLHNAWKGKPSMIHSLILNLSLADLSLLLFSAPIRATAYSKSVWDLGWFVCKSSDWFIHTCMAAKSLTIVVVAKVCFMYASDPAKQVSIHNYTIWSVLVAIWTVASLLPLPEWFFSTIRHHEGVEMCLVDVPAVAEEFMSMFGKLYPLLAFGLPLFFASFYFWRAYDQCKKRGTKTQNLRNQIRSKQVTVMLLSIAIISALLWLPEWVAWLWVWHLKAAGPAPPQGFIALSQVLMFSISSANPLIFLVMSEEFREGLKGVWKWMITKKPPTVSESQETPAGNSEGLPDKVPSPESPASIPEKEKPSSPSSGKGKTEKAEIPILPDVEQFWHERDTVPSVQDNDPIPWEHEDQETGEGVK
* = called active by the depositor; nt = no result given; & = joins results of further samples.

SMILES	FBW7 act	GPR151 ag	MITF inh	TEAD-YAP inh
COc1ccc(NC(=O)CSc2nc3c(sc(=S)n3-c3ccccc3C)c(=O)n2-c2ccccc2)c(OC)c1	0.3	-0.7	-6	6
Cc1ccc(CN(C)C(=O)CCc2nnc(CCc3c[nH]c4ccccc34)o2)cc1	0.1	-1.3	-12	-11
Cc1ccc(CNC(=O)CN(c2cccc(Br)c2)S(C)(=O)=O)cc1	0.1	0.7	-13	10
CCN1CCN(Cc2c(O)ccc3c2O/C(=C\c2ccccc2F)C3=O)CC1	0.2	1.0	7	4
CCCCc1ccc(Nc2ncnc3c2cnn3-c2ccccc2)cc1	-0.1	1.2	-5	-3
CCOC(=O)c1nnn(-c2nonc2N)c1CN(CC)c1ccccc1	-0.1	-1.0	-3	-8
Fc1ccc(-c2cc3nc4c(c(NCCN5CCOCC5)n3n2)CCCC4)cc1	0.1	-0.3	-13	-34
CCOC(=O)C1(CC)NC(c2ccco2)C2C(=O)N(CC)C(=O)C21 (centres undefined)	-0.1	0.7	-12	8
CS(=O)(=O)c1ccc2nc(NC(=O)NC3CCCCC3)sc2c1	0.0	2.3	-6	4
CCc1cc(C(=O)O)c(NC(=O)/C=C/c2ccc(OC)c(OC)c2)s1	0.1	0.4	4	6
C=CCN1CC(c2nc3ccccc3n2Cc2ccc(F)cc2)CC1=O (centres undefined)	0.0	-1.8	1	-4
CCCCC1(CCCC)C(=N)N(C)C(=O)N(C)C1=O	0.2	1.3	0	2
CC(=O)N(c1ccccc1)c1nc(-c2noc(C)n2)ns1	-0.1	0.3	-10	-34
N#CC1=C(N)N(c2ccc(Br)cn2)C2=C(C(=O)CCC2)C1c1ccc2c(c1)OCO2 (centres undefined)	-0.2	0.7	-3	-3
CCc1nc(SCC(=O)OC)[nH]c(=O)c1C	0.1	2.0	21	5

Next part:
SMILES	FBW7 act	GPR151 ag	MITF inh	TEAD-YAP inh
Cc1cc(C(=O)N2CCN(CC(=O)c3cccs3)CC2)c(C)o1	-0.4	0.4	41	-7
CCOc1ccc(OCCCNCCCOC)cc1	0.3	2.7	12	18
COc1ccccc1NC(=O)C1CC(=O)N(Cc2ccc3c(c2)OCO3)C(=Nc2ccccc2)S1 (centres undefined)	0.0	-0.7	-8	9
CCc1ccc(C(=O)OCC(=O)c2ccc[nH]2)cc1	0.1	-1.4	8	0
COCCCNC(=O)c1ccc2c(c1)NC(=O)CS2	0.4	-0.5	4	-1
O=C(NCCC1=CCCCC1)c1cccnc1SCc1ccccc1F	-0.1	5.4*	2	-6
Cc1ccc(NC(=O)CC(NCc2ccco2)C(=O)O)c(C)c1 (centres undefined)	0.0	-0.6	12	1
CCCCc1ccc(NC(=O)CNC(=O)c2cn(C)nc2OC)cc1	0.5	0.0	13	-3
COC(=O)c1ccc(Cl)cc1NC(=O)c1nc2nccc(C)n2n1	-0.2	2.1	-2	6
CSC1=NCCN1C(=O)c1ccc(OC(C)C)cc1	0.0	-0.9	14	-1
O=C(O)/C=C\C(=O)N/N=C/c1ccccc1	0.1	-0.5	-21	-15
COc1cccc(NC(=O)c2ccnc(N3CCC(C(=O)NC4CCCCC4)CC3)c2)c1	0.3	-1.5	8	1
N#C/C(=C\c1ccccc1O)C(=O)Nc1sc2c(c1C(N)=O)CCCC2	0.1	-1.7	19	-5
Cn1c(=O)[nH]c(=O)c2c1nc(N1CCN(Cc3cccc(Cl)c3)CC1)n2Cc1ccc(Cl)cc1	0.1	-1.4	11	6
CCOC(Cn1c(SCC(=O)Nc2ccc(C)cc2)nc2ccccc2c1=O)OCC	-0.1	0.1	-8	-2

The list goes on.
SMILES	FBW7 act	GPR151 ag	MITF inh	TEAD-YAP inh
CC1(C)Oc2ccc3ccc(=O)oc3c2/C(=C\O)C1=O	0.2	0.1	-2	-6
Cc1cccc(NC(=O)CSc2cn(CCNC(=O)c3ccc(F)cc3)c3ccccc23)c1C	-0.1	-0.3	2	-7
O=C(Nc1ccc2c(c1)OCCO2)C(Cc1ccccc1)N1C(=O)c2ccccc2C1=O (centres undefined)	0.0	-9.3	14	1
Oc1ccccc1/C=N/Nc1nncc2ccccc12	0.1	0.0	-37	-40
Cc1ccc2c(c1)CN(CCC(=O)NCC(C)(C)CN(C)C)CC(C)O2 (centres undefined)	0.0	-1.0	15	4
O=C(Cn1c(=O)n(Cc2ccc(F)cc2)c(=O)c2cccnc21)NCCc1ccccc1	0.1	0.4	3	1
O=C(Nc1cccc(Cl)c1)Nc1nccs1	0.0	-0.7	15	-28
CCCCOc1ccc(C(=O)Nc2cccc(C(C)=O)c2)cc1	0.1	0.3	15	-24
COc1ccc(C(=O)N/C(=C\c2ccccc2)C(=O)NCCC(=O)O)cc1	0.0	-0.6	3	0
CC(C)(C)c1ccc(C2SCC(=O)N2c2ccc(F)cc2F)cc1 (centres undefined)	0.4	0.4	6	5
CN1CCCC(OC(=O)c2ccc([N+](=O)[O-])o2)C1 (centres undefined)	-0.1	1.3	-5	-8
CC(C)(C)NC(=O)C1CC(c2ccccc2Cl)=NO1 (centres undefined)	-0.2	1.1	-5	-11
O=C(CCc1nnc(Cc2cccc(C(F)(F)F)c2)o1)NCCc1ccco1	0.2	-0.3	8	-51
C=CCN1CC(c2nc3ccccc3n2Cc2ccccc2)CC1=O (centres undefined)	0.0	0.9	-2	7
Oc1ccccc1Nc1nc2ccccc2n2cnnc12	0.0	-0.3	-9	-4

Following part.
SMILES	FBW7 act	GPR151 ag	MITF inh	TEAD-YAP inh
CCOC(=O)c1sc(NC(=O)CSc2nnc(CNC(=O)c3ccccc3OC)n2-c2cc(C)ccc2C)c(C(=O)OCC)c1C	-0.1	0.0	-13	-7
Nc1nc(NCc2ccccc2)cc(N2CCN(Cc3ccc4c(c3)OCO4)CC2)n1	-0.4	1.1	10	1
CC(Sc1nc(-c2ccccc2)nc2c1c(=O)n(C)c(=O)n2C)C(=O)O (centres undefined)	0.0	-0.3	-5	2
C=CCO[C@H]1[C@H](NC(=O)COC)c2ccccc2C12CCN(C(=O)Cc1cccnc1)CC2	0.1	-0.6	3	-1
CNCCc1ccccn1	-0.1&0.3	-2.3&-1.7	-12&29	-1
C[C@H](NS(=O)(=O)/C=C/c1ccccc1)C(=O)OCC(=O)c1c[nH]c2ccccc12	-0.1	0.1	-9	-12
Cn1c2ccccc2c2nnc(SCC(=O)Nc3ccc(NC(=O)C4CC4)cc3)nc21	0.1	7.1*	6	-11
Cc1csc(SCc2cc(=O)c(OC(=O)c3ccc(Cl)cc3Cl)co2)n1	-0.1	0.1	-11	-9
CC(C)c1nccn1S(=O)(=O)c1cccc([N+](=O)[O-])c1	-0.3	-1.1	-2	-6
CC(=O)c1ccc(NC(=O)C2CC(c3ccccc3F)=NO2)cc1 (centres undefined)	0.9	-0.3	20	-3
Cc1cc(C(C)(C)c2cc(C)c(N)c(C)c2)cc(C)c1N	0.3	-0.7	12	9
CCOC(=O)c1ccc(NC(=O)c2cn(CCC#N)nc2-c2ccc3c(c2)OCCO3)cc1	0.0	0.2	6	14
Cc1cccc(N2CCN(S(=O)(=O)c3ccc(F)c(C(=O)Nc4cccc(Cl)c4C)c3)CC2)c1C	0.4	2.6	17	-4
COC(=O)c1ccc(C2C(C(=O)OCC(C)C)=C(C)NC3=C2C(=O)CCC3)cc1 (centres undefined)	0.1	-0.2	-6	4
CCOC(=O)c1ccc(CNS(=O)(=O)c2cc(C)ccc2OC)o1	0.0	-0.4	-361	-5

New compounds follow.
SMILES	FBW7 act	GPR151 ag	MITF inh	TEAD-YAP inh
Cc1ccc(CS(=O)(=O)CCC(=O)NCCCN2CCCC2)cc1	0.9	1.6	22	-3
CCCN(CCC)S(=O)(=O)c1ccc(C(=O)Nc2cccc(Br)c2)cc1	0.1	-0.9	2	8
CC(=O)C(C)Sc1nc2sc3c(c2c(=O)n1C)CCC(C)C3 (centres undefined)	0.0	-0.2	3	-1
CCn1c(O)c(/C=N/NC(=O)C(=O)Nc2ccc(C)cc2)c(=O)n(CC)c1=S	0.0	-1.7	2	4
CCCCCCn1c(CN2CCN(CCO)CC2)nc2c1c(=O)n(C)c(=O)n2C	-0.1	-1.1	2	-8
CO[C@@H]1COC(=O)C/C=C/[C@@H](C)[C@H](OC)COC(=O)[C@H](COCc2ccccc2)NC(=O)C/C=C/[C@H]1C	-0.1	2.6	-10	nt
CCOc1ccc(N(CC(=O)NCCC(C)C)S(=O)(=O)c2ccc(F)cc2)cc1	0.2	-0.4	-2	0
CCOC(=O)Cn1cc(/C=C2\C(=O)N(c3cccc(Cl)c3)N=C2C)c2ccccc21	0.1	-0.5	6	2
CCOC(=O)/C(=N\Nc1ccc(Br)cc1)N1CCN(C)CC1	0.0	1.7	0	-2
Cc1ccc(C(=O)c2c(C)nc3sccn23)cc1	-0.2	3.4	2	-14
O=C(NCc1cccnc1)c1ccc(Cl)cc1[N+](=O)[O-]	-0.2	-2.3	-1	-3
CCOC(=O)c1c(NC(=O)CCCC(=O)O)sc(C)c1-c1ccc(Cl)cc1	-0.1	-1.0	3	0
Cc1cccc([C@@H]2[C@@H](C(=O)C(C)(C)C)N3c4ccccc4C=C[C@@H]3C2(C#N)C#N)c1	0.2	-0.9	0	6
Cc1cccc(NC(=O)CSC2=C(C#N)C(c3cccs3)C3=C(CCCC3=O)N2)c1 (centres undefined)	0.1	-1.2	9	4
COC(=O)CN(C(C)=O)c1nc(C)c(Br)c(OC)n1	0.1	-1.1	-15	-6

Further structures
SMILES	FBW7 act	GPR151 ag	MITF inh	TEAD-YAP inh
CCCn1cc(C(=O)N2CCC(C(=O)c3nc4ccccc4s3)CC2)c(C)n1	0.1	-1.3	6	10
COc1ccc(/C(C)=N/N=C(N)N)c(O)c1	-0.2	0.6	4	2
Cc1cc(NC(=O)Cn2nnc(-c3cccc(NC(=O)c4cccc(F)c4)c3)n2)no1	0.0	0.3	2	2
CN(Cc1ccccc1)c1nc2nonc2nc1N1CCCCO1	0.0	-0.3	11	8
CC(=O)C1C(c2cn(-c3ccccc3)nc2-c2ccccc2)NC(=O)NC1(O)C(F)(F)F (centres undefined)	-0.1	1.2	0	-10
COc1cccc(NC(=O)c2ccc(S(=O)(=O)NCc3cccnc3)cc2)c1	0.0	-0.4	-5	24
CCCc1ncc(CN2CCC(C(=O)Nc3cccc(-c4cccc(OC)c4)c3)CC2)cn1	0.4	0.5	1	8
COc1ccc(Br)cc1S(=O)(=O)NC(CC(=O)O)c1ccco1 (centres undefined)	-0.2	-0.6	6	8
NC(=O)c1ccsc1NC(=O)C1CCCCC1	0.0	0.6	-1	-20
O=C(NC1CCCCC1)Oc1cc2oc(=O)sc2cc1Br	-0.4	-0.4	0	3
N#Cc1cc2cc3c(cc2nc1NCCCNS(=O)(=O)c1ccccc1F)OCO3	0.3	-0.6	-9	-2
O=C1Nc2ccc(Br)cc2/C1=N\N1C(=O)c2ccccc2C1=O	-0.2	-0.6	-13	5
C=CC(C)(O)CCCC(C)CCCC(C)CCCC(C)C (centres undefined)	-0.2	3.6	3	-7
COc1ccc(Br)cc1C(=O)NCc1ccccc1	0.0	0.0	9	-15
COc1cc(/C=C2\N=C(c3ccccc3)OC2=O)ccc1OCc1ccc(C)cc1	-0.1	-0.1	-4	-18

As entered above:
Under GPR151 ag, Cc1cc(NC(=O)Cn2nnc(-c3cccc(NC(=O)c4cccc(F)c4)c3)n2)no1 shows 0.3
Under TEAD-YAP inh, COc1ccc(/C(C)=N/N=C(N)N)c(O)c1 shows 2

More entries follow.
SMILES	FBW7 act	GPR151 ag	MITF inh	TEAD-YAP inh
Cc1c(C(=O)NNC(=O)c2nn(C)cc2Br)nnn1-c1nonc1N	0.0	0.6	0	3
NC(=S)N1C(c2ccccc2)CCN1c1ccccc1 (centres undefined)	-0.1	1.6	13	-1
COc1ccc(CC(=O)N/N=C(\C)c2ccc(C)o2)cc1	-0.1	4.5	8	4
O=C(NCc1ccc(F)cc1)c1ccc(CNS(=O)(=O)c2ccc(Br)cc2)cc1	0.1	-0.9	10	-3
CCOc1ccc(Nc2nc(-c3ccncc3)cs2)cc1	0.1	-0.6	17	-83
Cc1cccc(C2=N/C(=C/c3cccc(Br)c3)C(=O)O2)c1	0.1	-0.8	8	2
Cn1c(=O)[nH]c(=O)c2c1nc(Br)n2CCC#N	0.0	-1.0	7	8
Cc1ccccc1Nc1nc2nonc2nc1Nc1cccc(C)c1C	0.1	-1.8	23	18
COc1cc(CNC(C)C23CC4CC(CC(C4)C2)C3)ccc1OCC(N)=O (centres undefined)	0.1	2.3	-15	-13
CN(Cc1ccco1)S(=O)(=O)c1ccc2c(c1)NC(=O)CC(=O)N2	-0.1	-0.3	-7	3
COc1ccc(NC(=O)C(c2ccc(OC)cc2)N(Cc2ccco2)C(=O)Cc2cccs2)cc1 (centres undefined)	-0.1	0.1	1	-4

By substructure: the entries above with two or more sulfur atoms (six)
SMILES	FBW7 act	GPR151 ag	MITF inh	TEAD-YAP inh
COc1ccc(NC(=O)CSc2nc3c(sc(=S)n3-c3ccccc3C)c(=O)n2-c2ccccc2)c(OC)c1	0.3	-0.7	-6	6
CS(=O)(=O)c1ccc2nc(NC(=O)NC3CCCCC3)sc2c1	0.0	2.3	-6	4
CCOC(=O)c1sc(NC(=O)CSc2nnc(CNC(=O)c3ccccc3OC)n2-c2cc(C)ccc2C)c(C(=O)OCC)c1C	-0.1	0.0	-13	-7
Cc1csc(SCc2cc(=O)c(OC(=O)c3ccc(Cl)cc3Cl)co2)n1	-0.1	0.1	-11	-9
CC(=O)C(C)Sc1nc2sc3c(c2c(=O)n1C)CCC(C)C3 (centres undefined)	0.0	-0.2	3	-1
Cc1cccc(NC(=O)CSC2=C(C#N)C(c3cccs3)C3=C(CCCC3=O)N2)c1 (centres undefined)	0.1	-1.2	9	4
